PGE2 EP2 inh: EP2 receptor (human) inhibition; P43116; C6 glioma cells expressing human EP2, cAMP TR-FRET; cells stimulated with saturating PGE2; inhibition, % at 25 µM; 0.52% of 260,000 active; AID 1422;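 active = percent inhibition above 40 after rounding to a whole number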;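 also: rat C6 glioma host cells with rolipram phosphodiesterase inhibitor present; the protocol text gives 20 µM as final concentration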
Tb hexokinase: blocks Trypanosoma brucei hexokinase 1 activity | recombinant TbHK1, G6PDH-coupled NADH A340 | inhibition, % at 10 µM | 0.11% of 220,000 active;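 active = inhibition of 50% or more in the single-dose primary screen; inactive = inhibition below 50%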
Rad51 HR inh: Rad51 (human) homologous recombination inhibition; inhibition, % at 10 µM; AID 1385; Q06609; hRad51 DNA strand exchange, fluorescence dequenching; 0.085% of 200,000 active;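 active = inhibition above 40% at the single screening dose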;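 also: 0% = DMSO control wells and 100% = blanks with heterologous ssDNA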
Target sequence (Q06609 whole entry, looked up): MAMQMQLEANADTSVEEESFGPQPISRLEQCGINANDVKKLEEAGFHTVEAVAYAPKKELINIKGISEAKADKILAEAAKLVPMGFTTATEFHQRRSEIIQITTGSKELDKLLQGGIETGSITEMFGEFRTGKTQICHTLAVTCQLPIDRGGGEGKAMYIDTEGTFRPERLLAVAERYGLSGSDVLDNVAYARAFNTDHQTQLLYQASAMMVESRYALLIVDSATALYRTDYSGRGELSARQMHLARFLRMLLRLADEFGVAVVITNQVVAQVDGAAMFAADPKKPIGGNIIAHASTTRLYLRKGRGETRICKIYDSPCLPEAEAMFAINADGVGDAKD
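Test system: preformed human Rad51 ssDNA filaments; also added: Donor/quencher-labelled 47-bp dsDNA substrate; doses: 10 µM final, single point; times: 37 °C 15-min filament assembly, 30-min compound preincubation, 15-min exchange; detection: FRET fluorescence dequenching, excitation 485 nm, emission 520 nm; read-out basis: Fluorescence-based percent inhibition, control- and blank-normalised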
eIF4E 4G PPI: eIF4E/eIF4G interaction inhibition in translation initiation; P63073+Q04637; TR-FRET eIF4E-eIF4GI(517-606) binding, 2 h; inhibition, % at 21.7 µM; 0.37% of 220,000 active; AID 782;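 active = inhibition above about 30%, limit read from the data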;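 also: 0% = full FRET control wells and 100% = background wells lacking eIF4GI fragment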
m-calpain inh: inhibitors of pig calpain II; purified calpain II, fluorogenic peptide substrate, 30 min; 0.37% of 220,000 active; inhibition, % at 16 µM;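 active = inhibition above about 50%, limit read from the data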
Hck-Nef inh: human Hck-Nef kinase inhibition; P08631; 0.68% of 220,000 active; Recombinant Hck-YEEI plus Nef, Z-Lyte FRET kinase assay; inhibition, % at 20 µM;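 active = Hck-Nef kinase inhibition above about 50%, limit read from the data; inactive = inhibition below that limit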;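 also: 0% = DMSO with Hck plus Nef and 100% = Hck alone without Nef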
Target sequence (P08631 whole entry, looked up): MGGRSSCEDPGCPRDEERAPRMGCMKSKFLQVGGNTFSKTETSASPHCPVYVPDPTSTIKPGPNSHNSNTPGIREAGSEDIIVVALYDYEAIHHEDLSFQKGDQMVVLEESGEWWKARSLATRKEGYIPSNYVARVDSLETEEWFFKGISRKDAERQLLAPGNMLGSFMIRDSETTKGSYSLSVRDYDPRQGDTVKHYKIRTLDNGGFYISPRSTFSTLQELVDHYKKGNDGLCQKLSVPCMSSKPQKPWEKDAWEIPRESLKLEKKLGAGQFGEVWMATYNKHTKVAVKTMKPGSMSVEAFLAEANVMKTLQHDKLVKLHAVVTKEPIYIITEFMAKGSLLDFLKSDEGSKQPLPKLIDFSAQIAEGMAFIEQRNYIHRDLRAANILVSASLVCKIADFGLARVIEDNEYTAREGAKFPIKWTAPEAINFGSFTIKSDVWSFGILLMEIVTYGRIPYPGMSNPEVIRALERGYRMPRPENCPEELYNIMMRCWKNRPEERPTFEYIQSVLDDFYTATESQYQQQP
EP2 mod: modulates human prostaglandin E2 receptor EP2 signaling. induction, % at 25 µM. EP2-expressing cells, cAMP HTRF FRET, PGE2 co-stimulation. P43116. 0.83% of 260,000 active;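 active = compounds whose cAMP rise, as percent of the full-agonist control response, exceeds 60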;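 also: rat C6 glioma line stably carrying human EP2 under a CMV promoter; the protocol text gives 20 µM as final concentration; 100% = response of wells given 1 µM PGE2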
14-3-3 Bad PPI: disrupts binding of bovine 14-3-3 zeta to phospho-Bad peptide; 0.71% of 220,000 active; TR-FRET 14-3-3zeta/Dy647-pBad peptide displacement, 1 h; inhibition, % at 21.7 µM;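 active = inhibition above about 70%, limit read from the data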;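 also: 0% = full 14-3-3 plus peptide FRET controls and 100% = background without 14-3-3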
L929 necroptosis: blocks zVAD induced death of L929 cells; viability rescue, % at 10 µM; L929 zVAD necroptosis rescue, ATP luminescence, 24 h; with zVAD 60 µM; 0.38% of 220,000 active;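 active = activation, scaled between plate controls, above about 75%, limit read from the data; inactive = activation under that limit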;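 also: 0% = zVAD with DMSO and 100% = DMSO alone without zVAD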
* = called active by the depositor; / = not tested or not shown; & = joins results of further samples; [ ] = remark or other dose. This is a subset. The share of hits here may be higher or lower than overall.

Second line of a record: PGE2 EP2 inh	Tb hexokinase	Rad51 HR inh	eIF4E 4G PPI	m-calpain inh	Hck-Nef inh	EP2 mod	14-3-3 Bad PPI	L929 necroptosis
1) CCOc1ccc(Nc2nc(N)nc(CSC(=S)N3CCOCC3)n2)cc1
    8.0	-3.3	-28.7	6.8	8.1	1.2	-19.8	-6.5	-0.8
2) CCN(CC)S(=O)(=O)c1cc(C(=O)Oc2cccc(-c3cnc4ccccc4n3)c2)ccc1Br
    0.5	-25.5	1.4	-15.9	-29.6	2.4	24.1	1.3	15.4
3) CCOC(=O)c1ccc(NC(=O)C2CC(=O)N=C(N)S2)cc1 (stereo not given)
    11.5	-0.3	-4.1	3.0	-1.8	17.9	11.9	-3.8	0.0
4) CCCCCOc1ccc(NS(C)(=O)=O)cc1
    /	1.2	/	-1.1	11.1	-0.3	27.3	-5.1[fluorescence artefact?]	0.7
5) Cc1ccc(NC(=O)CSc2ncnc3ccccc23)cc1S(=O)(=O)N1CCCCCC1
    12.9	-12.0	0.7	1.8[fluorescence artefact?]	17.9	3.8	27.5	-22.2[fluorescence artefact?]	0.3
6) CCN(CC)c1ccc([N+](=O)[O-])cc1C(=O)O
    5.0	-0.4	4.1	2.5	1.7	2.4	9.9	0.9[fluorescence artefact?]	0.3
7) CCN(CC)CCNc1ccc2nnc(CCNS(=O)(=O)c3ccc(C)cc3)n2n1
    3.6	-0.7	10.7	-2.0	-15.3	-4.2	1.1	-9.2	1.3
8) COc1cc(C#N)c(NC(=O)CN2CCC(C(N)=O)CC2)cc1OC
    6.5	2.0	/	2.0	16.5	-11.1	-7.6	0.0	-0.8
9) CC(=O)C1=C(Nc2ccccc2)CC(C)(O)C(C(C)=O)C1c1ccccc1 (stereo not given)
    6.0	-40.1	-19.9	1.7	24.7	13.0	-13.2	2.4	-0.9
10) O=C(O)CNC(=O)/C(=C/c1ccco1)NC(=O)/C=C/c1ccccc1
    7.7	-24.2	2.1	4.5[fluorescence artefact?]	-0.5	1.6	3.2	14.1[fluorescence artefact?]	-0.2
11) O=C(NCc1cccnc1)c1ccc(NC(=O)c2ccco2)cc1
    11.9&8.0	-4.4	-7.8	-10.6	-19.8	-1.1	-35.1&-8.4	3.8[fluorescence artefact?]	0.1
12) O=C(Nc1ccc2oc(-c3ccccc3)nc2c1)c1cccnc1
    16.1	4.9	/	-5.8	-0.8	1.5	-6.7	2.0	1.4
13) Cc1ccc(O)c(C(=O)c2cc(C#N)c3nc4ccccc4n3c2)c1
    16.3	-0.8	-80.8	-1.5	-62.5	-8.8	-46.6	-13.8	-0.8
14) CCCC(=O)C1=C(O)C(C(=O)OC)C(C)(C)CC1=NC (stereo not given)
    13.8	3.7	-8.2	4.1	26.6	3.6	2.3	2.7	3.9
15) O=C1CCCC/C1=C\Nc1ccc(S(=O)(=O)Nc2cnc3ccccc3n2)cc1
    6.5	-34.5	-9.8	-5.6	13.1	10.0	-7.2	-7.0	0.3
16) COc1ccc(/C=N/OCC(=O)NCc2cccs2)c(OC)c1
    5.9	-5.8	3.3	-0.1	-22.1	-0.4	-11.5	-2.6[fluorescence artefact?]	0.5
17) O=C(O)C1CCCCC1C(=O)Nc1nccs1 (stereo not given)
    2.1	-1.2	6.1	-5.3[fluorescence artefact?]	-17.4	1.0	23.9	-0.7	0.7
18) S=C(Nc1ccccc1)N(Cc1ccccc1)Cc1ccncc1
    4.2	2.6	/	-1.4	-26.4	4.4	24.0	-7.7	0.4
19) CNc1nc(N)c([N+](=O)[O-])c(NCc2ccccc2)n1
    -0.6	-21.3	-13.1	20.4	7.3	7.7	34.7	16.1[fluorescence artefact?]	0.2
20) CCOc1ccccc1-n1c(SCC(N)=O)nc2ccccc2c1=O
    2.5&7.4	-1.6	-2.0	-0.5[fluorescence artefact?]	-9.3	-1.3	-0.9&20.6	-11.5	-0.7
21) Cc1ccc2c(C)c(C(=O)N(Cc3cccs3)C3CCS(=O)(=O)C3)oc2c1 (stereo not given)
    12.8	-9.9	5.8	8.6	18.7	-1.7	29.9	-2.6	-1.0
22) CSc1nsc(SCc2cnc(C)nc2N)n1
    28.8	0.2	-3.2	3.5	-26.4	3.1	-5.9	3.5	-0.8
23) O=C(NCCCN1CCOCC1)c1cc(-c2ccc(Br)cc2)on1
    7.4	-5.8	-1.3	-2.2[fluorescence artefact?]	-18.5	0.3	-20.3	2.4	7.2
24) COC(=O)Cc1ccc2oc(-c3cccnc3)nc2c1
    7.3	-2.3	18.0	1.9	-18.1	12.1	-17.2	-5.0	0.5
25) Cn1c(SCC(=O)N2CCN(c3ccccc3)CC2)nnc1-c1c[nH]c2ccccc12
    9.1	0.7	-2.2	5.2	2.3	1.6	-0.8	13.9	-0.2
26) Nc1cnn(C2CCCO2)c(=O)n1 (stereo not given)
    -0.8&10.7	1.8	-3.7	-4.9	20.7	2.3	9.8&-20.6	-6.5	0.2
27) CCOc1cc(NC(=S)NCCCN(C)C)c(OCC)cc1NC(=O)C1CC1
    13.6	3.9	-0.2	-2.4	-6.5	20.4	12.8	-6.0	-1.2
28) Cc1cccc(C(=O)OCC(=O)Nc2ccc(N3CCCCC3)cc2)c1O
    8.9	-12.6	5.0	3.5	-28.8	-1.5	21.9	0.3	-0.6
29) COCCn1c(C)cc(C(=O)COC(=O)c2ccc3c(c2)NC(=O)CS3)c1C
    5.6	2.4	2.4	-2.6	5.4	0.6	23.8	-15.0[fluorescence artefact?]	74.3
30) Cn1c(SCc2ccccc2)nc2ccsc2c1=O
    0.9	2.0	6.0	1.9	38.6	-9.5	14.4	0.4	0.3

Looked up by compound from the list above:
Second line of a record: PGE2 EP2 inh	Tb hexokinase	Rad51 HR inh	eIF4E 4G PPI	m-calpain inh	Hck-Nef inh	EP2 mod	14-3-3 Bad PPI	L929 necroptosis
20) CCOc1ccccc1-n1c(SCC(N)=O)nc2ccccc2c1=O
    2.5&7.4	-1.6	-2.0	-0.5[fluorescence artefact?]	-9.3	-1.3	-0.9&20.6	-11.5	-0.7
7) CCN(CC)CCNc1ccc2nnc(CCNS(=O)(=O)c3ccc(C)cc3)n2n1
    3.6	-0.7	10.7	-2.0	-15.3	-4.2	1.1	-9.2	1.3

Continuation.
Second line of a record: PGE2 EP2 inh	Tb hexokinase	Rad51 HR inh	eIF4E 4G PPI	m-calpain inh	Hck-Nef inh	EP2 mod	14-3-3 Bad PPI	L929 necroptosis
31) COc1ccc(NC(=O)Nc2ccc3nonc3c2)cc1
    10.3	-18.9	/	-2.8	-5.3	15.3	-17.1	-4.4	0.9
32) O=c1ccc(=O)n2n1CC(O)C2
    12.7	1.1	3.8	0.2[fluorescence artefact?]	-31.0	2.9	10.3	6.1	0.3
33) CCOC(=O)c1ccc(N2C(=O)CC(NC3CCN(C(=O)c4cccc(Cl)c4)CC3)C2=O)cc1 (stereo not given)
    8.3	-4.0	25.8	-8.7	-21.0	7.6	12.3	1.6	0.7
34) COc1cc(OC)c(C(=O)NCC2CCCO2)cc1OC (stereo not given)
    11.6	2.8	25.6	0.9	-26.9	17.3	13.8	-8.9	16.5
35) COc1ccccc1OCC(=O)OC/C(O)=C(\C#N)c1nc2ccccc2[nH]1
    9.2	-14.6	-25.4	2.2	-16.1	1.6	-7.4	-0.8	4.0
36) CCCn1c(-c2ccc(F)cc2)n[nH]c1=S
    1.9	-5.1	5.9	-5.1	9.3	1.1	12.3	-12.1	0.8
37) Oc1[nH]c2ccccc2c1N=Nc1nc2ccccc2s1
    /	-7.5	/	-2.1[fluorescence artefact?]	1.0	16.5	-26.4	42.4[fluorescence artefact?]	-0.3
38) CC(=O)/C(N=Nc1ccc(SC(F)F)cc1)=C(\C)O
    1.3	-3.4	-4.4	1.1	29.2	20.3	13.8	-4.7	-0.1
39) CCOC(=O)c1sc(/N=C/N(C)C)c(C(=O)OCC)c1C
    -0.1	-32.4	-1.3	1.1	6.6	0.7	20.5	-5.4[fluorescence artefact?]	0.0
40) Cn1c(NC(=O)C2CCCC2)cc(=O)n(C)c1=O
    7.7	0.2	-1.7	1.3[fluorescence artefact?]	-11.2	11.0	-1.4	8.2	0.3
41) COc1ccc(CC(=O)Nc2ccc(-c3noc(-c4ccc(Cl)cc4)n3)cc2)cc1
    7.9	12.9	2.0	0.2	-14.8	3.9	26.2	37.1	0.9
42) Cc1ccc(F)cc1NC(=O)N1c2ccccc2NC(=O)CC1C (stereo not given)
    7.8	-12.2	4.9	2.5	-1.7	12.0	-31.9	-1.3	0.1
43) O=C(CCN1C(=O)c2ccccc2C1=O)C1=NN[C@@H]2C(=O)N(c3cccc(Cl)c3)C(=O)[C@H]12
    8.6	-14.6	-1.4	-2.5	26.9	-0.3	9.1	11.0	0.9
44) O=[N+]([O-])c1cc(Br)cc(/C=N/n2cnnc2)c1O
    4.5	-7.2	6.5	0.9	-28.4	23.2	0.5	-6.8	-0.3
45) Cc1ccc(NC(=S)NCCC2=CCCCC2)cc1
    4.4	4.8	-6.6	-0.5	3.9	0.1	3.9	-6.6	-0.1
46) CC(C)(C)c1ccc(CN2N=C(/C=C/c3ccccc3)CCC2=O)cc1
    7.6	-13.8	37.0	2.9	10.6	9.8	41.7	-14.0	3.9
47) O=C(CCCN1C(=O)c2ccccc2C1=O)N1CCCCC1
    19.9	2.1	12.6	2.2[fluorescence artefact?]	10.9	6.3	21.0	-7.7	-0.3
48) O=C(Cc1ccc([N+](=O)[O-])cc1)NCc1ccc2c(c1)OCO2
    7.4	4.5	11.9	21.7	5.6	7.8	14.8	4.5	0.5
49) CC(NC(=O)c1cccs1)C(c1cccs1)N1CCN(c2ccccc2)CC1 (stereo not given)
    9.4	-1.8	1.2	-1.6	7.0	13.4	9.0	-4.4	0.4
50) Cc1cnc(NC(=O)c2cc3c(s2)CCCC3)s1
    8.2	-6.4	5.6	9.4	-29.5	26.3	1.1	-8.0[fluorescence artefact?]	79.1*
51) C=C(C)Cn1c(-c2ccc(OC)cc2)nc2ccccc21
    9.4	-0.2	/	4.9	-5.2	-0.7	48.5	0.2[fluorescence artefact?]	0.6
52) CC1(C)COCN1C(=O)c1ccc(Cl)c(Cl)c1
    -0.6	0.7	18.6	-1.5	11.4	20.8	16.5	-0.1	2.6
53) CCC(=O)n1nc(-c2cccnc2)nc1NCc1ccc(F)cc1
    4.2	1.9	-4.7	-0.1	-28.0	29.6	36.5	-17.2	71.9
54) C[C@@H](O)C1NC(=O)[C@H](CCCCN)NC(=O)c2cc([N+](=O)[O-])cc(F)c2NCCCC[C@@H](C(N)=O)NC1=O (stereo not given in full)
    11.1	-8.1	5.6	-0.4	8.9	-2.5	17.8	1.0[fluorescence artefact?]	1.6

Assay outcomes (PubChem BioAssay)
